# A-T KAP1 phos: potential ataxia-telangiectasia treatment; Potency, µM (highest dose often 57.5 µM), for inactives: top-dose activation, usual class: activators; 320,000 compounds, 0.19% hits; […] A-T fibroblasts, KAP-1 phosphorylation AlphaLISA; neocarzinostatin DNA damage 30 min before lysis; note: potency is the fitted concentration of half-maximal effect; % of control where 0% means no effect; nearly all actives have a fitted effect of over 45% in size
#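 ATM-like activity read as KAP-1 phosphorylation via AlphaLISA donor/acceptor antibody pairs after lysis and 6 hr at 25C. Cells were ATM-null patient fibroblasts ([…], hTERT), dosed 60 min, then exposed to the DSB inducer NCS for 30 min.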
# TSHR antagonist: antagonists of human thyroid stimulating hormone receptor; P16473; activity change, negative = inhibition, % at 11.5 µM; 330,000 compounds, 0.2% hits; TSHR-expressing cells, TSH-stimulated cAMP HTRF, 2 h; hits give low values;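 active = activity change below a set negative limit, meaning inhibition stronger than a set level, cut at about -70% in these data; inconclusive = activity change between two set negative limits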; note: % is set by controls: 0 for no effect and ±100 for the full control effect
#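 Inhibition of cAMP made by TSHR-expressing cells under TSH stimulation (4nM final, EC80; 2 h, 37 deg C) is quantified with a one-step lysis HTRF kit, anti-cAMP cryptate versus cAMP-d2.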
# TCR activator: activates T cell receptor signaling; primary human leukocytes, anti-CD3, IL-2 HTRF, 48 h; Potency, µM (doses to about 9.22 µM), without a hit: at the top dose activation of IL-2 secretion, most hits filed as activators; 330,000 tested, under 10 active; AID 504894; note: % of control where 0% means no effect
#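 Primary human leukocytes receive a-CD3 beads and test compound and are incubated 48 hr. Secreted IL-2 is then assayed by HTRF, measuring 665nm acceptor emission after 320nm excitation of the europium donor.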
# USP2a block: inhibitors of human ubiquitin-specific protease USP2a | USP2 core, Ub-CHOP2 coupled fluorogenic reporter, 485/531 | AID 463254 | O75604 | Potency, µM (titrated, usually from 38.3 µM), without a hit: top-dose activity change, negative = inhibition, most hits filed as inhibitors | 330,000 compounds, 0.01% hits;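 note: potency is the fitted concentration of half-maximal effect; plate controls were DMSO wells for no effect and full inhibition by NEM control for full effect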
# Target sequence (O75604 whole entry, looked up): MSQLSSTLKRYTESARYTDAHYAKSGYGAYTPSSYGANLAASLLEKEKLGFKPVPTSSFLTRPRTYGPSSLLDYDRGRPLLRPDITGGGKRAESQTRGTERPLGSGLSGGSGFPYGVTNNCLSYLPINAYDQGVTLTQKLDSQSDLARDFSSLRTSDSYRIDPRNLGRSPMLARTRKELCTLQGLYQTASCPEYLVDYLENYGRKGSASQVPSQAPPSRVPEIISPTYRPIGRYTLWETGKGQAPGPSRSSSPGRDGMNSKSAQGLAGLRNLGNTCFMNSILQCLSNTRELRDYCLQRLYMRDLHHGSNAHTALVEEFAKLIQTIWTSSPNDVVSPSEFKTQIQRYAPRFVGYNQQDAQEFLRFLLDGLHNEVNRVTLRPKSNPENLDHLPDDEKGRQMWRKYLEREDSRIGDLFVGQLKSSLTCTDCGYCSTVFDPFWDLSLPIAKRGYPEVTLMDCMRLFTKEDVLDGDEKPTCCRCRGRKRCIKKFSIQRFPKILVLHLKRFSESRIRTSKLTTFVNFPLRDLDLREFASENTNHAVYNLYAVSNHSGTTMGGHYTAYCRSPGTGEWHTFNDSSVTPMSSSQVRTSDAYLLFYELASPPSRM
#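 Deubiquitinase activity read as fluorescence (485/531 nm) after Ub-CHOP2 cleavage activates the enterokinase reporter on its substrate; USP2 core 10nM, Ub-CHOP2 and substrate 25nM each, 30min compound preincubation then 60min RT; data normalized to NEM, curves fitted.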
# KCNH2 3.1 block: inhibitors of human KCNH2 3.1 potassium channel isoform | U2OS KCNH2 3.1, thallium flux FluxOr; hits give low values | activity change, % (tested at about 1.8 µM) | 340,000 compounds, 0.95% hits | AID 720553;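 active = maximum activity change below -70%; inconclusive = maximum activity change from -70% to -50%; inactive = maximum activity change above -50%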;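 note: thallium influx rate constant from kinetic fluorescence after stimulation buffer; % is set by controls: 0 for no effect and ±100 for the full control effect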
#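 U2OS cells transduced with KCNH2 3.1 mutant virus (1.77 x 10^8 /mL, 4 h), plated overnight at 37 C, loaded 45 min with FluxOr dye plus Red40 quencher. Thallium flux rate constant from kinetic reads after stimulation buffer, normalised to controls.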
# KCNH2 WT inh: KCNH2 (human, wildtype) channel inhibition; Q12809; U2OS, BacMam KCNH2, thallium flux FluxOr; hits give low values; activity change, % at 1.84 µM; 340,000 compounds, 0.37% hits;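 active = maximum activity change below -70%; inconclusive = maximum activity change between -70% and -50%; inactive = maximum activity change above -50%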; note: % is set by controls: 0 for no effect and ±100 for the full control effect
#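 U2OS cells transduced with wild-type KCNH2 virus are loaded with FluxOr dye for 45 min, and thallium flux is measured in kinetic reads before and after stimulation buffer. Rate constants are normalized to DMSO controls.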
# Mito fusion act: mitochondrial division inhibition or fusion activation; S. cerevisiae fusion-defective mutant growth rescue, CellTiterGlo 48 h; Potency, µM (series often up to 46.1 µM), inactives show at the highest dose growth rescue (activation), most hits filed as activators; 320,000 compounds, 0.23% hits; AID 485298;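 note: potency is the fitted concentration of half-maximal effect; % of control where 0% means no effect; nearly all actives have a fitted effect of over 45% in size; temperature-sensitive fusion mutants such as fzo1-1 at 37 °C on non-fermentable ethanol glycerol medium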
#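 Temperature-sensitive fusion-defective S. cerevisiae (e.g. fzo1-1, mgm1-5) were grown with compound in YPEG medium (3% ethanol, 3% glycerol) for 48 hours at 37C. Growth rescue was measured as viability by CellTiterGlo luminescence after 10 minutes at ambient.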
# Eya2 phos inh: blocks the phosphatase activity of human Eya2; O00167; recombinant Eya2, OMFP fluorescence dephosphorylation (OMFP is methylfluorescein phosphate); Potency, µM (titrated, usually from 76.9 µM), inactives show at the highest dose activity, negative = inhibition, most hits filed as inhibitors; 330,000 compounds, 0.006% hits; AID 488837; note: potency is the fitted concentration of half-maximal effect; % is set by controls: 0 for no effect and ±100 for the full control effect
# Target sequence (O00167 whole entry, looked up): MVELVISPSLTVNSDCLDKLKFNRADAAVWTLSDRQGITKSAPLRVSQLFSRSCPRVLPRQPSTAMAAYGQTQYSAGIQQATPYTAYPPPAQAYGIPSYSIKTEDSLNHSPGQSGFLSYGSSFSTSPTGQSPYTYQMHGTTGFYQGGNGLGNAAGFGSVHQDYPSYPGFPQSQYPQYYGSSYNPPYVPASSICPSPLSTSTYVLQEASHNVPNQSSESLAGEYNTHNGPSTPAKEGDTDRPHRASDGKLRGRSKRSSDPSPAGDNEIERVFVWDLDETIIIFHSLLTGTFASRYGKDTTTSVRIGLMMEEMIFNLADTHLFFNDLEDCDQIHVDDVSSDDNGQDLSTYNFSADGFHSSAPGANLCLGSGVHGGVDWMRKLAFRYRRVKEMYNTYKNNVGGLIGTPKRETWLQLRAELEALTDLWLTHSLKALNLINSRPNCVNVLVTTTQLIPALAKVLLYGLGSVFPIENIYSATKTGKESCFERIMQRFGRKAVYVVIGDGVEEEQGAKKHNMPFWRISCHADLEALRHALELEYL
#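 Eya2 protein (added as 0.2 uM solution) was preincubated with compound for 10 min at ambient temperature in 50 mM HEPES pH 7.5, 50 mM NaCl, 5 uM MgCl2, 0.05% BSA, 1 mM DTT. OMFP (added at 50 uM) then reacted 10 min; fluorescence read at 485/525 nm.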
# ELG1 DNA repair: inhibitors of ELG1-dependent DNA repair in HEK293T cells; 330,000 compounds, 2.3% hits; AID 504467; HEK293T ELG1-luciferase reporter, luminescence, 16 h; DNA damage induced by 5-fluorouridine; Potency, µM (titrated, usually from 46.1 µM), without a hit: top-dose activity change, negative = inhibition, most hits filed as inhibitors; note: potency is the fitted concentration of half-maximal effect; % is set by controls: 0 for no effect and ±100 for the full control effect; nearly all actives have a fitted effect of over 55% in size
#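 5-Fluorouridine DNA damage + compound/DMSO, 2,000 cells/well, 16 h, 37 °C/5% CO2. ONE-Glo, 30 min RT, luminescence. Readout = decrease in reporter signal.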
# TRPV1 agonist: agonists of human vanilloid receptor 1 (TRPV1); activation, % at 8.33 µM; AID 540275; 320,000 compounds, 0.19% hits; TRPV1-expressing cells, Fluo-8 calcium influx, agonist mode; in the data active = activation above about 80%; inconclusive = between about 30% and that limit; note: 0% is about no effect
#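 TRPV1-expressing cells were cultured overnight at 35.5C and loaded with Fluo-8 calcium dye for 40 to 90 min at room temperature. After a 10 s baseline, compound was added and calcium influx was read kinetically for 3 min (ex 480/em 520 nm).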
# * marks the source's active call; other numbers are inactive results; ? = inconclusive; . = no result given; [ ] = another dose, or the depositor's remark. Unless noted, calls come from the whole dose curve; as a rule, active = well fitted curve in the direction sought with a large enough effect; inconclusive = small, poorly fitted or top-dose-only effect, or another doubt; inactive = no such curve, though single readings can be large; an effect the other way counts as inactive or inconclusive. This is a subset; rates above refer to the full screens.
SMILES,A-T KAP1 phos,TSHR antagonist,TCR activator,USP2a block,KCNH2 3.1 block,KCNH2 WT inh,Mito fusion act,Eya2 phos inh,ELG1 DNA repair,TRPV1 agonist
CCOc1ccc2nc(C(=O)N3CCCC(C)C3)sc2c1 (configuration not stated),14%,-2,-5%[46.1 µM],-1%,-11,23,18%,-6%,?,?
COc1ccc(OC)c(N/C(=N/c2nc(C)cc(C)n2)NC(C)=O)c1,-10%,-47,3%,6%,6,-13,4%,-26%,-6%,11
O=C(COC(=O)c1ccccc1NC(=O)c1ccco1)NC1CCCCC1,-4%,15,-6%,3%,8,3,2%,20%,-3%,28
O=C(COC(=O)Cc1ccc(Br)cc1)NCC1CCCCC1,-4%,2,-2%,-2%,-12,-18,-1%,-23%,10%,?
N#CCCn1cc(/C=N/NC(N)=S)c(-c2ccc(Br)cc2)n1,4%,7,0%,-1%,-48,-17,10%,-2%,?,6
COc1ccc(OC)c2c(N3CCN(C)CC3)cc(C(F)(F)F)nc12,2%,4,-23%,2%,-4,8,-2%,-3%,10%,7
Cc1cc(-c2nc(C)c(-c3nnc(SCC(=O)Nc4cc(Cl)cc(Cl)c4)n3C)s2)no1,-9%,11,8%,0%,-10,29,1%,5%,-8%,1
CC(C)CN(C(=O)CN1CCN(S(=O)(=O)c2ccc3ccccc3c2)CC1)c1c(N)n(CC(C)C)c(=O)[nH]c1=O,-2%,3,3%[46.1 µM],0%,-2,2,-4%,1%,0%,-1
O=S(=O)(c1cccs1)N1CN(C2CCCCC2)c2nc3ccccc3nc21,9%,2,5%,-4%,2,14,9%,-20%,?,14
CCN(CC)CCn1c2c(c(SCC(=O)Nc3ccc4c(c3)OCCO4)nc1=O)CCC2,-32%,15,0%,0%,0,16,-2%,-3%,-16%,0

# The list goes on; the last two above are carried over.
SMILES,A-T KAP1 phos,TSHR antagonist,TCR activator,USP2a block,KCNH2 3.1 block,KCNH2 WT inh,Mito fusion act,Eya2 phos inh,ELG1 DNA repair,TRPV1 agonist
O=S(=O)(c1cccs1)N1CN(C2CCCCC2)c2nc3ccccc3nc21,9%,2,5%,-4%,2,14,9%,-20%,?,14
CCN(CC)CCn1c2c(c(SCC(=O)Nc3ccc4c(c3)OCCO4)nc1=O)CCC2,-32%,15,0%,0%,0,16,-2%,-3%,-16%,0
CCc1nnc(NC(=O)C2CCCN(c3nc4ccccc4s3)C2)s1 (configuration not stated),18%,0,-3%,-1%,14,23,4%,-3%,?,15
O=C(N/N=C/c1ccccn1)c1cccc(NC(=O)c2ccccc2Cl)c1,-3%,3,10%,-3%,-10,-9,-1%,-21%,-2%,-2
CCCCCC(=O)Nc1ccccc1N1CCN(c2ccccc2)CC1,-3%,-9,.,0%,-21,-10,5%,-31%,?,?
Cc1nn(C)c(C)c1/C=N/NC(=O)CCn1nc(C)c([N+](=O)[O-])c1C,-3%,7,7%[46.1 µM],0%,30,-6,-1%,2%,-5%,6
N/C(=N\NC(=O)c1ccccc1Cl)c1cc2ccccc2oc1=O,-3%,-4,-2%,1%,-4,-3,7%,-9%,?,-3
Cc1ccc(C(=O)NN2C(=O)C3C4c5ccccc5C(c5ccccc54)C3C2=O)cc1 (configuration not stated),9%,-8,1%[46.1 µM],-1%,25,4,-11%,-11%,0%,0
CCOC(=O)CC1=NN(c2ccccc2)C(=O)C1,-3%,0,2%,0%,-17,-3,2%,-7%,-2%,1
Cc1cc(C)c(S(=O)(=O)Nc2ccc(N(C)C)cc2)c(C)c1-n1cnnn1,2%,2,-1%,0%,32,-4,-4%,0%,20%,0
OC(CNCc1ccccc1C(F)(F)F)C(F)(F)F (configuration not stated),6%,18,-4%,6%,14,.,-6%,-4%,5%,4
Cc1ccc(Cl)cc1N1CCN(S(=O)(=O)c2c(C)[nH]c(C)c2C(=O)N2CCCC2)CC1,-2%,5,-4%,-1%,-1,2,-7%,4%,-22%,2

# Next part; the last three above are carried over.
SMILES,A-T KAP1 phos,TSHR antagonist,TCR activator,USP2a block,KCNH2 3.1 block,KCNH2 WT inh,Mito fusion act,Eya2 phos inh,ELG1 DNA repair,TRPV1 agonist
Cc1cc(C)c(S(=O)(=O)Nc2ccc(N(C)C)cc2)c(C)c1-n1cnnn1,2%,2,-1%,0%,32,-4,-4%,0%,20%,0
OC(CNCc1ccccc1C(F)(F)F)C(F)(F)F (configuration not stated),6%,18,-4%,6%,14,.,-6%,-4%,5%,4
Cc1ccc(Cl)cc1N1CCN(S(=O)(=O)c2c(C)[nH]c(C)c2C(=O)N2CCCC2)CC1,-2%,5,-4%,-1%,-1,2,-7%,4%,-22%,2
Cc1ccn2c(=O)c(C(=O)O)cnc2c1,11%,-9,4%,0%,-1,4,0%,-10%,12%,2
Cc1cccn2c(Nc3ccccc3)c(-c3ccccn3)nc12,-1%,0,2%,0%,28,0,1%,-6%,?,9
CN(c1ccc(C(=O)N2CCOCC2)cc1)S(C)(=O)=O,5%,-1,-3%,-2%,4,-1,-1%,7%,14%,0
CS(=O)(=O)Nc1ccc(-c2cn3c(n2)SCC3)cc1,0%,-8,2%,-1%,-4,22,-5%,4%,?,-1
COCCn1c(Cc2ccccc2)nnc1SCC(=O)Nc1cc(C)on1,6%,-4,1%,0%,-4,7,-3%,-25%,-6%,1
CC(C)=CCC/C(C)=C/CC/C(C)=C/COc1ccc2ccc(=O)oc2c1,-1%,-8,-3%,5%,-3,2,.,6%,-1%,.
O=C(COC(=O)c1cc[n+]([O-])cc1)Nc1ccc(F)c([N+](=O)[O-])c1,-9%,-4,-4%[46.1 µM],3%,.,-7,-5%,2%,-5%,-1
Cc1cc(C)n(CC(O)Cn2c(C)c(C)c3ccccc32)n1 (configuration not stated),1%,2,1%,1%,-4,-5,0%,10%,0%,3
CC(C)=CCCC(C)CN1CCC(N2CCC(C(=O)N3CCOCC3)CC2)CC1 (configuration not stated),1%,-7,0%,4%,-49,16,-4%,-7%,-7%,1
CCn1nccc1C(=O)NC1=C(C#N)CCC1,0%,34,-2%,1%,-2,2,14%,2%,11%,-9
CC(Oc1ccc2ccccc2c1)C(=O)NNC(=O)Nc1ccccc1F (configuration not stated),2%,15,-74%,0%,6,-3,1%,-9%,7%,13
Cc1n[nH]c(C)c1CN(C)C(=O)c1cc(COc2ccc(F)c(F)c2)on1,2%,-8,-2%,2%,9,0,0%,9%,0%,3
COc1ccc(N2CCN(C(=O)COC(=O)Cc3c(F)cccc3Cl)CC2)cc1,0%,-3,8%,0%,-2,-17,0%,2%,-15%,8
CCCNC(=O)CSCc1nc(-c2ccc(SC)cc2)oc1C,3%,-36,8%,0%,.,-7,-1%,-16%,?,15
Cc1noc(C)c1CSc1ncnc2sc3c(c12)CCC(C)C3 (configuration not stated),-5%,1,.,0%,.,.,-6%,6%,0%,0
O=C(c1ccccc1Br)N1N=C(c2ccccc2)CC1c1ccccc1F (configuration not stated),1%,-16,6%,0%,-9,-6,?,2%,-11%,25
COc1ccc(-c2nn(-c3ccccc3)cc2/C=C(\C#N)C(N)=O)cc1[N+](=O)[O-],0%,-10,-7%,-1%,3,7,2%,5%,?,19
CCOC(=O)C1=C(CSc2nnnn2C)N(C)C(=O)NC1c1ccccc1 (configuration not stated),3%,-6,-1%,0%,.,1,1%,-2%,-5%,-4
COC1CCCN(Cc2c(C(=O)N3CCN(C4CCCCC4)CC3)nc3ccccn23)C1 (configuration not stated),-6%,17,-7%,3%,21,4,-1%,-11%,-8%,9
O=C(Nc1ccc(Cl)cc1)Nc1ccc(-c2cnco2)cc1,-17%,13,3%,1%,0,-5,2%,-17%,20%,24
COc1cccc(/C=C/C(=O)OCC(=O)c2ccc(C)c(C)c2)c1OC,7%,-38,-6%,-1%,22,7,2%,6%,7%,3
COc1ccccc1CNC(=O)CS(=O)(=O)c1ccccc1,-4%,6,0%,3%,3,-2,-1%,-14%,11%,2
COc1ccc(N2CCN(Cc3cc(=O)oc4cc(-c5ccccc5)c(O)cc34)CC2)cc1,7%,-2,6%,2%,-5,-1,-2%,19%,-1%,-3
Cc1cc(C(C)(C)C)cc(C)c1COC(=O)c1cccnc1,8%,-17,2%,2%,-9,2,-2%,-7%,-25%,15
Cc1ccc(NC(=O)CSCC(=O)NCCc2ccccc2)cc1,2%,18,2%,0%,.,-9,3%,4%,9%,-1
N#Cc1ccccc1NC(=S)NC(=O)c1cccs1,-9%,5,-1%,1%,1,-5,-3%,1%,?,-1
OCC[C@@H]1C[C@H](O)[C@@H](O)[C@@]2(Cc3ccccc3CCO2)O1,4%,1,-133%,2%,-13,3,1%,-8%,10%,4
COc1cc(OC)cc(C(=O)N[C@H](C(=O)NCc2ccccc2)C(C)C)c1,3%,-6,-7%,3%,3,-15,-3%,-1%,7%,10
O=C(O)c1cc(-n2nnnc2SCc2ccccc2F)ccc1Cl,7%,0,-4%,1%,16,1,-2%,3%,9%,-3

# Screening results (PubChem)
